Bioassay records: PubChem BioAssay, Broad Institute
RAD54 inh: blocks human RAD54 Holliday junction branch migration; Q92698; FAM/BHQ fluorescence; inhibition, % at 10.4 µM; 360,000 compounds, 0.14% hits;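 active means mean normalized replicate activity at least 40 and at least half of replicates scoring 40 or more; inconclusive means only one of the two criteria met; inactive means mean below 40 and under half of replicates reaching 40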;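 further: 0% = median of neutral control wells and 100% = median of positive control wells; inhibitors cause a drop in the FAM fluorescence signal; in these data hits start at about 50%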
E-selectin induc: induces E-selectin expression in human endothelial cells. P16581. HUVEC E-selectin immunofluorescence imaging; normalized: neutral wells 0, TNF-alpha wells 100. activation, % at 7.58 µM. AID 686992. 260,000 compounds, 0.37% hits;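 active means mean E-selectin-positive cell signal at least 10% of the positive control, reached in at least 60% of replicates, without over 20% cell loss; inconclusive means no rule given, readout overlaps actives, possibly toxicity-flagged; inactive means the rest, including those meeting only one limit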;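 further: in these data hits start at about 27%; measured in HUVEC primary endothelial cells; signal is the percent of cells scored E-selectin positive by PE staining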
Target sequence (P16581 whole entry, looked up): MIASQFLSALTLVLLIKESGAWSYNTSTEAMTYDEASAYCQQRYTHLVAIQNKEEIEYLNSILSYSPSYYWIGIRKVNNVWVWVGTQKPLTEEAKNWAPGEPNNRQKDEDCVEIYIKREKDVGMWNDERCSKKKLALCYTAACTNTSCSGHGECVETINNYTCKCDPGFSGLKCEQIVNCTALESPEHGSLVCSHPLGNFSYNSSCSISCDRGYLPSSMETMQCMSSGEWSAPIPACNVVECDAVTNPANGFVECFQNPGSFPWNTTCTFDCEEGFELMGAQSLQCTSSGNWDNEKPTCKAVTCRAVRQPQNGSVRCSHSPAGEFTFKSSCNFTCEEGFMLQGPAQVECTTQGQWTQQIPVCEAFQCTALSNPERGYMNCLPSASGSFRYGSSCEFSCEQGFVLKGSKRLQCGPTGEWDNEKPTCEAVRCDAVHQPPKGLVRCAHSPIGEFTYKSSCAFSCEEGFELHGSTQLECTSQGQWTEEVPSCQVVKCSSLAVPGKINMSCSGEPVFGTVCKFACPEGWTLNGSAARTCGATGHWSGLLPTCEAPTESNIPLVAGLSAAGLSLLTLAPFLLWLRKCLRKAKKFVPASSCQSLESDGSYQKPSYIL
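Test system: HUVEC; input: 3,000 HUVEC/well; measured by: immunofluorescence imaging; read-out: % PE-positive cells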
miR-122 sensor: miR-122 inhibition in Huh7 cells; AID 602342; 340,000 compounds, 0.3% hits; activation (reporter increase), % at 12.5 µM; Huh7 miR-122 Renilla luciferase sensor, 48 h; neutral wells = 0, positive control = 100;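 active means mean replicate activation score at least 90 and every replicate individually at or above 90; inconclusive means only one of the two criteria met; inactive means neither criterion met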;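 further: higher luciferase means less miR-122 activity so hits act as miR-122 inhibitors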
PglD inh: inhibitors of Campylobacter jejuni PglD acetyltransferase; 360,000 compounds, 0.098% hits; inhibition, % at 12.5 µM; purified PglD enzyme, DTNB colorimetric CoA detection; in the data active means inhibition above about 16%, passing the limit was not always enough; inconclusive means no clear call, values can overlap the other calls; further: strong numbers were not always called active
PGC1a acetyl inh: PGC1a acetylation modulation, inhibitor mode. inhibition, % at 15.6 µM. AID 651687. 350,000 compounds, 0.17% hits. U2OS PGC1a acetylation, AlphaScreen anti-acetyl-lysine; with virally co-expressed GCN5 acetyltransferase;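 active means every replicate shows inhibition of at least 40%; inconclusive means mean inhibition at least 40% but some replicate below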;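 further: 0% = neutral control wells and 100% = positive control wells; some results beyond the cut were filed as inactive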
Cneo AK release: causes C. neoformans cell lysis | 360,000 compounds, 0.2% hits | adenylate kinase release luminescence, 4 h; normalised: neutral wells 0, clomiphene wells 100 | AID 651654 | lysis activity, % at 15 µM;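 active means mean lysis activity across replicates of at least 80%, whatever share of replicates individually reach that level; inactive means mean lysis activity below 80%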
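Schedule: static 4 h at 37 °C with compound, 1 h detection; system: C. neoformans cells; benchmarks: Clomiphene as positive control; buffer or medium: fresh YPD medium; measure: luminescence rise reflecting yeast cell lysis; measured by: luminescent adenylate kinase detection reagent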
ERAP1 HTS inh: blocks human ERAP1 aminopeptidase activity; Q9NZ08; recombinant ERAP1, Leu-AMC fluorescence, 60 min; inhibition, % at 10.7 µM; 340,000 compounds, 0.15% hits;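 active means mean replicate inhibition of at least 30%, or all replicates individually reaching that 30% level; inactive means mean below 30% and not every replicate reaching it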;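 further: 0% = neutral control wells and 100% = L-leucinethiol positive control wells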
RAD52 inh: inhibitors of human RAD52 DNA annealing; recombinant RAD52 DNA annealing, FRET fluorescence; 360,000 compounds, 0.46% hits; P43351; AID 651710; inhibition, % at 18.7 µM;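 active means every replicate showing at least 50% inhibition; inconclusive means mean inhibition at least 50% but not in every replicate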
Target sequence (P43351 whole entry, looked up): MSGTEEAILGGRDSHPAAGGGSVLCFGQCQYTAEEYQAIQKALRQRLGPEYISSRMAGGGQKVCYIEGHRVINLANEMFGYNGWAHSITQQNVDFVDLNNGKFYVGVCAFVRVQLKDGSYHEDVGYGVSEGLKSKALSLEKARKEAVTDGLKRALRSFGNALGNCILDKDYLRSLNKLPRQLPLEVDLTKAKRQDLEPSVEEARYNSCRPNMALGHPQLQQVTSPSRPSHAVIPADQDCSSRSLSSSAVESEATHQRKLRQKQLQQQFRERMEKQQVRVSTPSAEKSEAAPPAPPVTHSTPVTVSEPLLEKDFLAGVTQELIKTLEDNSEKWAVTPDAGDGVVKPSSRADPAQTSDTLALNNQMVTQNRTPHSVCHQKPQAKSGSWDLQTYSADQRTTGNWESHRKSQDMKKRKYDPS
* hit, by the source's call; ? = inconclusive; . = no result given; [ ] = another dose, or the depositor's remark.

SMILES	RAD54 inh	E-selectin induc	miR-122 sensor	PglD inh	PGC1a acetyl inh	Cneo AK release	ERAP1 HTS inh	RAD52 inh
C[C@H]1CCCCO[C@@H](CN(C)Cc2ccc3c(c2)OCO3)[C@@H](C)CN([C@@H](C)CO)C(=O)c2cc(NS(=O)(=O)c3ccc(F)cc3)ccc2O1	0	.	-1[16.7 µM]	-5	3	17	-1	23
Fc1ccc2nncc(SCc3ccccc3Cl)c2c1	-17	0.3	2	2	9	-1	-2	-56
C[C@H](CO)N1C[C@H](C)[C@@H](CN(C)C)Oc2ncc(-c3cccnc3)cc2C1=O	0	.	0[16.7 µM]	2	1	-3	-2	2
O=C(C[C@H]1CC[C@H]2[C@@H](COC[C@@H](O)CN2Cc2ccncc2)O1)NCc1ccncc1	-9	-0.1	-3[16.7 µM]	0	-8	-2	1	6
Cc1cccc(NS(=O)(=O)c2ccc(Br)s2)n1	8	.	20	4	11	1	.	.
O=C(COC(=O)Cn1[nH]c(=O)c2ccccc2c1=O)Nc1ccc2c(c1)OCO2	1	.	-6	-2	.	10	.	.
COc1cc(NC(=S)Nc2ccc3c(c2)OCCO3)cc(OC)c1OC	3	.	-1	8	.	-4	0	-7
COc1ccc(S(=O)(=O)N(C)C[C@H]2OCCCC[C@H](C)Oc3ccc(NC(=O)Nc4ccc(F)cc4)cc3C(=O)N([C@@H](C)CO)C[C@H]2C)cc1	-7	0.1	10[16.7 µM]	0	-2	4	-2	16
CC(C)CN1CCN(Cc2cnc(N3CCOCC3)s2)CC1CCO (stereo not drawn)	0	3.2	-3	-3	1	1	-1	-20
CCS(=O)(=O)N1CC2(C1)[C@@H](c1ccccc1)[C@@H](CO)N2Cc1ccccn1	.	-0.1	.	.	4	.	-3	-9
CCCN1C[C@@H](C)[C@@H](OC)CN(C)C(=O)c2ccc(NC(=O)c3cnccn3)cc2OC[C@H]1C	6	0.0	.	-2	6	-1	-2	-6
Nc1nc(-c2ccccc2)cc(C(F)(F)F)n1	3	.	2	-1	10	2	.	.
C[C@@H]1CN([C@@H](C)CO)C(=O)Cc2cc(NC(=O)C3CC3)ccc2O[C@@H]1CN(C)C(=O)Nc1cccc2ccccc12	-5	0.0	2[16.7 µM]	1	1	1	-1	9
COc1ccc(S(=O)(=O)N(C)C[C@@H]2Oc3ccc(NC(=O)CCC(F)(F)F)cc3C(=O)N([C@@H](C)CO)C[C@@H]2C)cc1	12	-31	0[16.7 µM]	-2	-5	-2	0	0
COc1ccccc1S(=O)(=O)N(C)C[C@H]1Oc2ncc(-c3ccc(C)cc3)cc2C(=O)N([C@@H](C)CO)C[C@@H]1C	1	-0.1	2[16.7 µM]	1	-12	3	5	-3
COCC(=O)N(C)C[C@H]1Oc2cc(-c3ccc(C#N)cc3)ccc2S(=O)(=O)N([C@H](C)CO)C[C@H]1C	-1	0.9	-59[16.7 µM]	3	7	-4	-3	25
CC(=O)c1cccc(NC(=O)CCC(=O)c2ccc(F)cc2)c1	3	.	-6	-2	-2	1	4	-7
COc1ccc(C2C3=C(CCCC3=O)Nc3c(-c4ccccc4)c(C)nn32)cc1 (stereo not drawn)	-14	.	-3	2	-8	1	.	.
COc1cc2c(cc1OC)N1C(=O)CC(OCC(=O)O)C3C4CC5(CCN5C(=O)C4=O)C2C31 (stereo not drawn)	.	.	-2	.	5	.	0	-22
O=C(COC(=O)c1ccc([N+](=O)[O-])o1)NC1CCCC1	-2	-0.3	-8	-3	12	1	-2	0
COc1ccc(NC2CCCN(C(=O)CCc3scnc3C)C2)cc1 (stereo not drawn)	-1	-0.1	.	-1	.	-1	1	-13
CCCCc1cc(=O)oc2cc(OCC(=O)Nc3cccnc3)c(Cl)cc12	-5	.	.	4	4	12	3	-7
CCOC(=O)c1ccc(NC(=O)CSc2nnc(COc3ccccc3)n2C)cc1	-15	.	-10	.	5	2	.	.
CCOC(=O)CSc1nc2cc3c(cc2cc1C#N)OCO3	0	.	-1	2	7	0	.	.
COc1ccc2c3c([nH]c2c1)[C@@H](CO)N(C(=O)c1cccc(F)c1)CC31CCN(C(=O)c2ccccc2)CC1	.	0.3	.	.	3	.	-12	9
C[C@@H]1CCCCO[C@@H](CN(C)C(=O)Nc2cccc3ccccc23)[C@@H](C)CN([C@H](C)CO)C(=O)c2cc(NC(=O)CCC(F)(F)F)ccc2O1	-10	0.1	12[16.7 µM]	-1	1	-28	.	.
Clc1ccccc1OCCn1cnc2ccccc21	1	.	-6	0	13	-3	.	.
O=C(C[C@H]1CC[C@@H]2[C@H](COC[C@@H](O)CN2C(=O)Nc2ccc(F)cc2)O1)NC1Cc2ccccc2C1	-13	0.0	-5[16.7 µM]	0	0	-1	2	7
O=C(CSc1nnc2scc(-c3ccccc3)n12)Nc1ccc2c(c1)OCCO2	.	.	-4	.	2	.	0	-10
Cc1nnc2n(Cc3ccccc3)c(=O)c3c4c(sc3n12)COC(C)(C)C4	5	.	-1	-2	1	-2	.	.
Cc1ccc2[nH]c(=O)c(CN(CCCN(C)C)C(=O)Nc3ccc(Cl)cc3)cc2c1	1	.	0	-3	6	8	.	.
Nn1c(SCC(=O)NNC(=O)c2ccccc2)nnc1-c1ccccc1F	-6	1.5	0	-2	.	5	2	-5
CCCCC(=O)Nc1ccc(Br)cn1	-17	.	-5	-1	3	2	.	.
COc1ccc(NC(=O)Nc2ccc3c(c2)C(=O)N([C@@H](C)CO)C[C@H](C)[C@@H](CN(C)S(=O)(=O)c2c(C)noc2C)OCCCC[C@H](C)O3)cc1	6	0.0	-5[16.7 µM]	3	30	56	.	.
CCN1CCN(S(=O)(=O)c2c(C)[nH]c(C)c2C(=O)N2CCCCC2)CC1	12	.	-5	0	-21	4	-2	4
CO[C@@H]1CN(C)C(=O)c2cc(NS(=O)(=O)c3cccc(F)c3)ccc2OC[C@H](C)NC[C@H]1C	6	0.0	.	-2	-4	0	.	4
CC(C)(C)c1ccc(-c2cnco2)cc1	-12	.	-5	7	2	-2	-4	-8
O=C(Nc1ccc(Br)cc1)c1ccccc1Br	-1	?	9	1	.	-7	-3	-5
CCCCCCNC(=O)O[C@]12C[C@@H](C(=O)OC)[C@@H](C(=O)OC)C[C@@]1(O)CN(S(=O)(=O)c1ccc(C)cc1)C2	3	-1.8	-2	-3	-8	1	.	-10
Cn1cc(CN2CCc3c([nH]c4ccccc34)C2C2CCCCC2)cn1 (stereo not drawn)	-6	6.1	-5	-3	1	3	-4	0
Nc1c(C(=O)Nc2ccc3c(c2)OCCO3)nnn1Cc1ccc(Cl)cc1	-6	2.8	15	3	.	-1	-1	-5
O=C(Cc1ccncc1)NCC[C@@H]1CC[C@@H](NC(=O)C2CCCCC2)[C@H](CO)O1	-9	-0.2	.	3	-8	-2	3	-17
O=C(OC[C@@H]1[C@H]2c3ccccc3OC1(CO)N=C1SCC(=O)N12)c1ccccc1	-1	.	.	2	7	1	-3	8
CCc1ccc(NS(=O)(=O)c2c(C)noc2C)cc1	.	.	7	-2	-2	-1	0	-1
COc1ccc(CN(C)C[C@@H]2OCCCC[C@H](C)Oc3ccc(NC(=O)C4CCCCC4)cc3C(=O)N([C@@H](C)CO)C[C@H]2C)cc1	-1	-0.2	-3[16.7 µM]	10	-14	-5	2	23
O=C(Nc1ccccc1F)N1CC2(C1)[C@@H](c1ccccc1)[C@@H](CO)N2C(=O)CC1CC1	.	0.6	.	.	2	.	5	-4
Cc1noc(NS(=O)(=O)c2ccc(NS(=O)(=O)c3ccc(C(C)(C)C)cc3)cc2)c1C	3	0.1	0	4	1	0	1	-12
CCOC(=O)c1sc2nc(C)nc(N3CCCCC3C)c2c1C (stereo not drawn)	.	.	-5	.	-6	.	-2	-2
CC(C)Oc1ccc(C2CNC(=O)C2)cc1 (stereo not drawn)	3	3.9	-3	-165	14	-1	-5	2
CCN1[C@@H]2c3ccc(C4=CCCCC4)c(=O)n3C[C@H]1[C@H](CO)[C@H]2C(=O)NCCc1ccncc1	2	-0.1	0[16.7 µM]	3	.	-6	3	-28
CCN1C(=O)c2ccccc2S(=O)c2ccc(C(=O)NCc3ccc(OC)cc3)cc21 (stereo not drawn)	-14	.	8	-2	-2	-2	1	-16
COCCN(C(=O)c1ccc(-c2ccc(Cl)cc2)o1)c1c(N)n(CC(C)C)c(=O)[nH]c1=O	1	0.9	-6	0	5	-2	2	-17
CCn1nccc1C(=O)Nc1nc2ccccc2n1CCN1CCCCC1	0	.	3	1	1	0	.	.
CC(=O)c1cccc(NC(=O)C2CCN(S(C)(=O)=O)CC2)c1	-1	.	0	-3	2	-1	0	-13
c1ccc(N2OCC3Cn4c(nc5ccccc54)C32)cc1 (stereo not drawn)	-9	0.0	4	6	.	0	-4	-13
C[C@H](CO)N1C[C@H](C)[C@H](CN(C)Cc2ccc(Oc3ccccc3)cc2)Oc2c(NC(=O)c3ccncc3)cccc2C1=O	-3	.	1[16.7 µM]	-2	0	-3	1	-16
COc1ccc(NC(=O)N(C)C[C@H]2Oc3c(NS(=O)(=O)c4c(C)noc4C)cccc3C(=O)N([C@H](C)CO)C[C@H]2C)cc1	2	-0.1	0[16.7 µM]	-1	-8	2	1	-11
COc1ccc2[nH]c3c(=O)n(Cc4ccco4)cnc3c2c1	3	.	-5	-4	1	-1	.	.
COc1cccc(-c2nc(NCc3ccco3)c3ccccc3n2)c1O	6	.	-6	-1	-28	-1	.	.
O=c1[nH]c2ccc(Br)cc2c(=O)o1	-1	0.0	.	-4	.	-1	1	-18

Carrying on:
SMILES	RAD54 inh	E-selectin induc	miR-122 sensor	PglD inh	PGC1a acetyl inh	Cneo AK release	ERAP1 HTS inh	RAD52 inh
COc1ccc(N(CC(=O)NCc2ccc(C)cc2)S(=O)(=O)c2c(C)noc2C)cc1	-6	.	4	-3	2	0	-3	-11
C[C@@H]1CN([C@@H](C)CO)C(=O)c2cc(NC(=O)Cn3cnnn3)ccc2O[C@H]1CN(C)C(=O)Nc1ccc2c(c1)OCO2	3	0.0	2[16.7 µM]	-5	3	1	-1	8
COc1cccc(C(=O)CSc2nnc(-c3cc(OC)c(OC)c(OC)c3)o2)c1	-3	.	3	2	-4	-3	.	.
O=S(=O)(c1ccccc1)N1CCn2c(nc3ccccc32)C1	-2	0.9	.	-2	.	-2	-9	-17
CC1CC(C)CN(S(=O)(=O)c2ccc(NC(=O)CN3CCCCCC3)cc2)C1 (stereo not drawn)	-8	-0.2	39	1	.	2	2	-12
CCCCc1ccc(-c2csc(/C(C#N)=C/c3ccc(C)o3)n2)cc1	-7	.	1	-5	7	-4	.	.
COC(=O)c1ccc(C(=O)OC)c(NC(=O)C(C)C)c1	-3	.	0	0	11	-3	-1	-6
Cc1ccccc1C(=O)NC[C@@H]1CCCN2CCCC[C@H]12	-9	0.1	-1	1	8	2	-2	-9
CC(=O)C1=C(O)C(=O)N(CCO)C1c1ccccc1 (stereo not drawn)	-3	-0.8	-2	-8	-6	2	.	-12
COc1ccc(S(=O)(=O)N(C)c2ccc(C(=O)N3CCCC3)cc2)cc1OC	1	0.1	-8	7	-2	-4	-2	9
